K1F lysis inhibition: protection from phage-mediated lysis, alamar blue read-out – E. coli UTI89, K1F phage, bacterial capsule biogenesis inhibitors (AID 488966); one-dose inhibition, % at 100 µM; IC50 in µM for titrated hits; E. coli UTI89 K1F phage lysis, alamar blue, 2 h; higher % means a stronger effect; 0.02% of 340,000 active;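 active means phage lysis inhibition, versus mean bacterial control, above a set limit; inconclusive means no clear call, values can overlap the other calls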;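 further: capsule biogenesis inhibitors block K1F phage lysis so surviving cells raise fluorescence; higher fluorescence means more inhibition of phage lysis; actives were called in the ten point dose series up to 300 µM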
ER stress rescue: protection against thapsigargin-triggered cell killing – 384-well, CSM14.1, ATP luminescence, primary screen (AID 1222). CSM14.1 thapsigargin-induced death rescue, ATP luminescence; higher % means a stronger effect. one-dose cellular ATP content (survival), % at 20 µM; EC50 in µM for titrated hits. 190,000 tested, under 10 active;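 active means EC50 below 50 µM in the dose-response confirmation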;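 further: death triggered by thapsigargin at about 15 µM added after 2 h compound pretreatment; cell ATP read after overnight thapsigargin exposure of roughly 18 to 22 hours; normalized against plate controls of thapsigargin alone and 5% DMSO vehicle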
West Nile virus CPE: West Nile virus antiviral activity, cell-based, CPE readout (AID 1621); West Nile virus-infected cells, CPE inhibition; higher % means a stronger effect; CPE inhibition, % at 10 µM, or IC50 in µM where a hit was titrated; 0.02% of 290,000 active; in the data active means a potency from the dose series; inconclusive means CPE inhibition mostly from about 3.7% at the one dose, without a potency; inactive means the rest, 99 in 100 with CPE inhibition below about 2.2%; further: strong numbers were not always called active
RSV antiviral HEp-2: inhibition of RSV-induced cytopathic effect – HEp-2 cells, primary 10 µM value included (AID 2391). HEp-2 cells, RSV-induced CPE inhibition; higher % means a stronger effect. one-dose CPE inhibition, % at 10 µM; IC50 in µM for titrated hits. 0.13% of 310,000 active; in the data active means a potency from the dose series; inconclusive means CPE inhibition mostly from about 23% at the one dose, without a potency; inactive means the rest, 99 in 100 with CPE inhibition below about 21%; further: strong numbers were not always called active
WT yeast gro inh: growth inhibition of WT yeast, mitochondrial fusion screen. mitochondrial fusion phenotypic screen, WT strain. 2.1% of 190,000 active. inhibition, % at 10 µM; in the data active means inhibition above about 58%; tested in S. cerevisiae
Large T inhibition: TAg ATPase/helicase activity blockers – biochemical (AID 1903). SV40 large T antigen ATPase/helicase inhibition assay; higher % means a stronger effect. inhibition, % at 20 µM, or IC50 in µM where a hit was titrated. 0.39% of 310,000 active; in the data active means a potency from the dose series; inconclusive means inhibition mostly from about 32% at the one dose, without a potency; inactive means the rest, 99 in 100 with inhibition below about 32%; further: strong numbers were not always called active
NS5 inhibitors: Dengue-2 NS5 methyltransferase inhibitors, primary screen, biochemical, confirmation dose response (AID 588689) | inhibition, % at 25 µM; hits with a dose series show IC50 in µM | 0.3% of 340,000 active | Dengue-2 NS5 methyltransferase capping enzyme assay, biochemical; higher % means a stronger effect; in the data active means a potency from the dose series; inconclusive means inhibition above about 29% without an active follow-up result
XIAP displacement: XIAP antagonists, biochemical, IAP family, fluorescence polarization (AID 1018) | displacement, % at 20 µM, or IC50 in µM where a hit was titrated | 0.007% of 200,000 active | XIAP BIR domain, fluorescence polarization peptide displacement; higher % means a stronger effect; in the data active means displacement above about 50%; further: a part of the inactive calls stands beside numbers as strong as those of hits
Yfh1-off respiration: enhancers of respiration in Yfh1-depleted yeast, dose response, Friedreich's ataxia, plus single-dose screen (AID 1465) | S. cerevisiae Yfh1-off respiration, WST-1 reduction, 72 h; higher fold induction means a stronger effect | fold induction at 50 µM, or EC50 in µM where a hit was titrated | 0.074% of 220,000 active;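 active means fold induction of absorbance versus untreated yeast above a set limit, then at least 30% activation at any dose in follow-up; inconclusive means repeats straddling the limit, or above it without dose testing; inactive means fold induction below the set limit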;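 further: activators that raise dye reduction in frataxin-depleted yeast; strong numbers were not always called active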
WT yeast gro inh mutant strain: recorded beside WT yeast gro inh, whose call it bears; inhibition, %; mitochondrial fusion phenotypic screen, mutant strain inhibition
Numbers without * were called inactive; i = inactive; ? = inconclusive; · = no result given; [ ] = another dose, or the depositor's remark. Outcome played no part in choosing rows; any-hit rate near 2.2%.

SMILES	K1F lysis inhibition	ER stress rescue	West Nile virus CPE	RSV antiviral HEp-2	WT yeast gro inh	WT yeast gro inh mutant strain	Large T inhibition	NS5 inhibitors	XIAP displacement	Yfh1-off respiration
CCOc1ccc(S(=O)(=O)Nc2ccccc2SC)cc1	3.0%	-1.3%	-0.1%	1.8%	9	-13	17%	6%	-2.7%	i
CC(C)c1c(O)nc(SCCN2CCOCC2)[nH]c1=O	3.1%	-2.1%	0.0%	-0.3%	2	1	2%	-3%	-1.2%	i
COC(=O)C1=C(C)OC(N)=C(C#N)C1c1cc(C)sc1C (stereo unspecified)	0.0%	-0.6%	-0.3%	0.6%	18	19	-9%	-2%	-8.6%	i
CN1CCN(S(=O)(=O)Cc2ccccc2Cl)CC1	1.4%[50 µM]	·	0.0%	1.5%	·	·	28%	-5%	·	·
c1ccc2nc3c(cc2c1)CCCCC3	-0.1%[50 µM]	·	0.4%	0.6%	·	·	18%	-12%	·	i
CCOC(=O)c1nn(-c2ccccc2)c(-c2ccccc2)c1C(=O)c1ccccc1	7.8%	-1.4%	0.2%	1.9%	25	3	-4%	-5%	-2.6%	i
[O-][N+]12CCCCC1CCCC2CO (stereo unspecified)	-0.6%[50 µM]	·	0.4%	1.1%	·	·	4%	-2%	·	i
COCCn1c(SCC(=O)N2CCC(C)CC2)nc2c(c1=O)SCC2	0.7%[50 µM]	·	-0.4%	0.9%	·	·	4%	-5%	·	·
O=C(Nc1ccccc1)c1nnsc1S(=O)(=O)c1ccc(Cl)cc1	-0.4%	-1.8%	0.5%	64%	99*	98*	32%	-59%	-5.0%	i
CCC(Oc1ccc(C)cc1)C(=O)Nc1ccc(S(=O)(=O)Nc2nccs2)cc1 (stereo unspecified)	-0.1%	·	0.4%	1.8%	·	·	8%	0%	·	·
CCCC(=O)NC(=S)Nc1cccc(NC(=O)c2ccc(Cl)cc2Cl)c1	0.3%	-1.9%	0.9%	0.0%	3	9	3%	-10%	-7.0%	i
CCCCc1nnc(NC(=O)c2ccc(N3CCCC3=O)cc2)s1	0.6%[50 µM]	·	·	7.0%	·	·	-2%	-3%	·	·
O=C(Nc1nnc(CCS(=O)(=O)c2ccc3ccccc3c2)s1)c1cccs1	-4.9%	-2.1%	-0.6%	0.1%	19	8	16%	-5%	-0.8%	i
O=C(CSc1nc2cc(C(F)(F)F)ccc2n1Cc1ccccc1)NC1CCS(=O)(=O)C1 (stereo unspecified)	1.5%	-1.5%	-1.1%	1.2%	0	7	4%	-1%	-4.8%	i
O=C1N=C(N2CCOCC2)S/C1=C\c1ccc(OS(=O)(=O)c2ccccc2)cc1	-0.4%	2.0%	-1.1%	0.1%	-14	4	8%	-5%	-6.0%	i

The closing 5 compounds of the part before lead into the next:
SMILES	K1F lysis inhibition	ER stress rescue	West Nile virus CPE	RSV antiviral HEp-2	WT yeast gro inh	WT yeast gro inh mutant strain	Large T inhibition	NS5 inhibitors	XIAP displacement	Yfh1-off respiration
CCCC(=O)NC(=S)Nc1cccc(NC(=O)c2ccc(Cl)cc2Cl)c1	0.3%	-1.9%	0.9%	0.0%	3	9	3%	-10%	-7.0%	i
CCCCc1nnc(NC(=O)c2ccc(N3CCCC3=O)cc2)s1	0.6%[50 µM]	·	·	7.0%	·	·	-2%	-3%	·	·
O=C(Nc1nnc(CCS(=O)(=O)c2ccc3ccccc3c2)s1)c1cccs1	-4.9%	-2.1%	-0.6%	0.1%	19	8	16%	-5%	-0.8%	i
O=C(CSc1nc2cc(C(F)(F)F)ccc2n1Cc1ccccc1)NC1CCS(=O)(=O)C1 (stereo unspecified)	1.5%	-1.5%	-1.1%	1.2%	0	7	4%	-1%	-4.8%	i
O=C1N=C(N2CCOCC2)S/C1=C\c1ccc(OS(=O)(=O)c2ccccc2)cc1	-0.4%	2.0%	-1.1%	0.1%	-14	4	8%	-5%	-6.0%	i
CCN(CC)C(=O)c1ccc(Cn2cc([N+](=O)[O-])cn2)o1	0.8%	-1.6%	-1.6%	-1.6%	1	-3	1%	15%	-2.3%	i
Cn1c(=O)c(NC2CCCCC2)c2c3c(cccc31)C(=O)c1ccccc1-2	-0.4%	3.1%	0.5%	·	59*	6.3*	18%	?	7.3%	i
COCCNC(=O)C(=O)N/N=C(\C)CC(=O)Nc1ccc(Cl)cc1Cl	2.4%[50 µM]	-2.2%	-0.5%	1.6%	-1	11	8%	-8%	-8.4%	i
CCOc1ccc(CCNC(=O)Cn2c(=O)c3cccn3c3cccnc32)cc1	0.5%	·	0.2%	4.5%	·	·	8%	-3%	·	·
CCCCN(C(=O)CSCC(=O)Nc1ccc(C)cc1)c1c(N)n(Cc2ccccc2)c(=O)[nH]c1=O	-0.2%[50 µM]	·	·	-0.1%	·	·	-2%	-4%	·	·
COc1ccc(C(=O)Nc2cnccn2)cc1[N+](=O)[O-]	0.0%	·	0.6%	1.9%	·	·	5%	-1%	·	·
COc1ccc(OS(=O)(=O)c2c(C)noc2C)cc1	1.5%	·	0.4%	1.7%	·	·	10%	-2%	·	i
O=C(CCc1ccc(Oc2cc([N+](=O)[O-])cc([N+](=O)[O-])c2)cc1)NC1CCCC1	-0.1%	-1.7%	-1.6%	0.9%	2	-8	5%	-6%	-1.3%	i
COc1ccc(-c2cc(C(=O)O)no2)cc1	-2.7%	-1.4%	0.1%	-1.2%	-18	-18	7%	8%	-1.0%	i
COc1ccc(-n2ncc(C(C)NS(=O)(=O)c3ccc(C(C)=O)cc3)c2C)cc1 (stereo unspecified)	0.0%	·	-0.6%	1.1%	·	·	5%	1%	·	·
O=C(CCN1C(=O)c2ccccc2C1=O)Nc1ccccc1C(=O)N1CCOCC1	0.6%	-1.7%	-0.2%	0.5%	3	-10	-2%	-7%	-11%	i
COc1ccc2cc(-c3csc(-c4cccnc4)n3)ccc2c1	0.5%	-1.5%	0.7%	2.5%	5	-12	-1%	-11%	-6.6%	i
Cc1cc(-c2ccccc2)nc(N2CCN(c3ccccn3)CC2)n1	0.1%	-1.3%	-0.3%	1.2%	20	9	-2%	1%	-8.1%	i
COc1ccc(CCNC(=O)C2CC(c3ccccc3F)=NO2)cc1 (stereo unspecified)	-1.9%	·	-0.8%	1.5%	·	·	24%	4%	·	i
O=C(c1ccco1)N1N=C(c2ccccc2)CC1c1ccc2nccnc2c1 (stereo unspecified)	-0.2%	·	-0.1%	3.7%	·	·	11%	-4%	·	i
Cc1cc(=O)n2nc(N3CCCC3C(=O)NCCCN3CC(C)CC(C)C3)sc2n1 (stereo unspecified)	0.7%	-0.5%	0.0%	1.8%	-7	-4	1%	-5%	-1.5%	i
CC(C)(C)c1ccc(-n2ncc3c2CCCC3NC(=O)C2(C(N)=O)CC2)cc1 (stereo unspecified)	0.7%	·	0.0%	-1.7%	·	·	30%	6%	·	·
O=C(C1=C(O)C(=O)N(CCCn2ccnc2)C1c1ccc(F)cc1)c1ccco1 (stereo unspecified)	0.1%	·	-0.1%	1.9%	·	·	8%	-8%	·	·
CC(CCc1ccccc1)NC(=O)C(=O)N1CCOCC1 (stereo unspecified)	-1.0%	1.2%	0.7%	-0.1%	0	8	22%	-4%	-6.1%	i
CCCC1CCC(=NNC(=O)CNc2ccc(OC)cc2)CC1 (stereo unspecified)	0.9%[50 µM]	-2.0%	0.6%	0.9%	-5	-8	22%	-1%	-23%	i
CC(C)C(=O)Nc1ccc(NC(=O)c2cccc3c(Br)cccc23)cc1	-0.8%[50 µM]	·	-0.1%	1.1%	·	·	13%	-5%	·	·
Cc1ccc(NC(=O)/C(=C/c2cccc(Br)c2)NC(=O)c2ccco2)cc1	2.6%	-3.0%	-1.0%	2.4%	20	12	-1%	·	-6.0%	i
COc1ccc(NC(=O)CCNC(=O)Cn2cnc3ccccc3c2=O)cc1OC	-0.2%	·	-0.4%	0.7%	·	·	6%	-8%	·	·
O=C1Nc2ccccc2C12NCCc1c2[nH]c2ccccc12 (stereo unspecified)	0.6%	1.3%	-0.4%	0.2%	-6	-14	-4%	6%	-7.4%	i
CN1CCN(S(=O)(=O)c2cccc(C(=O)NC3CCCc4ccccc43)c2)CC1 (stereo unspecified)	4.0%	-0.6%	·	1.1%	9	16	4%	-4%	-3.7%	·
CCCCN1CNC(=S)N(c2cc(C)ccc2C)C1	0.6%	-3.9%	0.1%	0.2%	-4	8	17%	0%	0.0%	i
Cc1cccc(Nc2ncccc2C(=O)O)c1C	4.1%	-1.3%	0.0%	-1.1%	·	·	7%	3%	-3.3%	i
COc1ccc(CCC(=O)NNC(=O)Nc2ccc(C(C)C)cc2)cc1	0.3%	·	-0.5%	-0.1%	·	·	1%	-3%	·	·
Cc1cc(N2CCN(C3CCCCC3)CC2)nc2cccc(O)c12	2.3%	0.0%	-0.4%	-0.5%	13	12	7%	-2%	-1.7%	i
CN(CCC#N)C(=O)CSc1nnc(-c2ccco2)n1N	0.3%	-0.5%	0.5%	1.8%	6	2	-2%	0%	-3.5%	i
CN=C(Nc1cc(C)nn1-c1ccccc1)c1ccccc1	4.6%	-2.6%	0.1%	0.4%	-17	-1	0%	3%	2.6%	i
CCc1nc(SCc2ccc(C(=O)OC)o2)c2c(=O)n(C)c(=O)n(C)c2n1	-0.5%	-1.2%	0.1%	1.3%	10	-9	1%	1%	-13%	i
O=C(CCSc1ccccc1)N1CCOCC1	-0.3%	·	0.1%	-0.1%	-1	-6	0%	0%	-5.1%	i
CCS(=O)(=O)Nc1ccc2[nH]c(=O)[nH]c2c1	0.2%	-1.4%	0.1%	-0.5%	-7	1	31%	2%	-11%	i
CC1CCCCN1CCCn1c(=S)[nH]c2ccccc2c1=O (stereo unspecified)	0.6%[50 µM]	0.4%	-0.2%	0.3%	11	19	11%	7%	-1.0%	i
O=C(/C=C/c1ccc(Cl)cc1)NC1CC2CCC1C2 (stereo unspecified)	-0.2%	-2.4%	-0.5%	5.6%	27	18	8%	1%	2.0%	i
COc1ccc(N2CCN(C(=O)CCc3nc(-c4ccc(C)cc4)no3)CC2)cc1	-0.4%	-0.1%	-0.6%	14%	0	-19	8%	-4%	-0.8%	i
COc1cc(C(=O)NNC(=O)Nc2ccc([N+](=O)[O-])cc2)cc(OC)c1OC	-1.3%	-1.8%	-0.6%	0.2%	3	5	13%	-7%	-7.0%	i
COc1ccc(N=C/C=C2/C=C(c3ccccc3)OC(C)(C)O2)cc1	-0.2%	-3.4%	0.2%	5.6%	-9	15	?	1%	12%	i

Bioassay records as filed in PubChem.
